# HEK293 NOD2/NF-kB = NOD2 signaling inhibitors, cell-based, luminescence, uHTS, HEK293 (AID 1566). one-dose inhibition, % at 4 µM; EC50 in µM for titrated hits. actives 0.63% (n = 290,000). HEK293 NOD2/NF-kB luciferase reporter, luminescence; higher % means a stronger effect; further: many of its hits are not listed in these tables
# KOR beta-arrestin-1 = KOR agonists, beta-arrestin recruitment, primary screen, cell-based, luminescence, uHTS (AID 1777); KOR beta-arrestin recruitment, luminescence; higher % means a stronger effect; actives 0.02% (n = 280,000); Kappa-type opioid receptor (Homo sapiens); activation, % at 10 µM; hits with a dose series show EC50 in µM; in the data active means activation above about 50%, passing the limit was not always enough; further: a part of the inactive calls stands beside numbers as strong as those of hits
# T cell modulator = modulators of CD8 T cell-vesicle binding, primary screen, mouse 2C CD8+ T cells, flow cytometry; 2C CD8+ T cell-vesicle binding; active compounds read low; calls only at 7 µM; actives 0.068% (n = 330,000); AID 2052, 2009;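 active means response, share of CD8 T cells binding vesicles, and their 90th percentile fluorescence all below set limits, cut at about 80% in these data, passing the limit was not always enough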
#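 Also added: QL9-peptide-loaded Drosophila micro-vesicles bearing Ld, ICAM-1 and B7-1; Test system: purified 2C TCR transgenic mouse naive CD8+ T cells; Measured by: cytometric PE anti-B7-1 and Alexa647 anti-CD8 signals after 1% paraformaldehyde fixation; Timing: binding step 1.5 h, 37 °C, antibody labelling 20 min, ice.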
# NOD1 NF-kB reporter = NOD1 signaling inhibitors, primary screen, cell-based, luminescence, uHTS (AID 1578); one-dose inhibition, % at 4 µM; EC50 in µM for titrated hits; NOD1-driven NF-kB luciferase reporter cells, luminescence; higher % means a stronger effect; actives 1% (n = 290,000); in the data active means inhibition mostly above about 36%, no sharp cut-off; inactive means mostly below about 34%;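 further: HEK-293T reporter cells stimulated with the NOD1 agonist gamma-tri-DAP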
# KOR beta-arrestin-2 = KOR antagonists, beta-arrestin recruitment, cell-based, luminescence, uHTS (AID 1778) | Kappa-type opioid receptor (Homo sapiens) | KOR beta-arrestin recruitment, luminescence, antagonist mode; higher % means a stronger effect | inhibition, % at 10 µM; hits with a dose series show IC50 in µM | actives 0.091% (n = 290,000); further: strong numbers were not always called active
# Myeloid diff 2 = induction of myeloid progenitor differentiation, primary screen, cell-based, flow cytometry, MLPCN library | ER-HoxA9 myeloid progenitors, lysozyme-GFP differentiation | calls only at 10 µM | actives 1% (n = 360,000);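 active means normalized GFP-positive differentiation at or above the plate's own cutoff, the solvent-only control mean plus 3 SD; inconclusive means no clear call, values can overlap the other calls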;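 further: cells exposed to compound for four days before flow analysis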
# GPR55 activation = GPR55 agonists via beta-arrestin recruitment, primary screen, imaging, U2OS cells, beta-arrestin-GFP redistribution (AID 1961); U2OS GPR55 beta-arrestin-GFP redistribution imaging; higher % means a stronger effect; actives 0.048% (n = 290,000); activation, % at 10 µM; hits with a dose series show EC50 in µM;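 active means activation above 40% with more than 50 cells counted in the well; inconclusive means wells holding fewer than 50 cells, flagged as toxic or sparse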;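 further: U2OS osteosarcoma cells stably expressing GPR55 and beta-arrestin-GFP; plate controls were DMSO negative control for no effect and LPI positive control for full effect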
# NTR1 ag = agonists of NTR1, primary screen, imaging, U2OS cells, beta-arrestin-GFP, high content (AID 493036) | NTR1-U2OS beta-arrestin-GFP spot imaging, agonist mode | activation, % at 20 µM | actives 0.17% (n = 330,000);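 active means activation at or above 40% of the spot to cytoplasm intensity ratio, with at least 20 cells analyzed; inconclusive means wells under 20 cells, flagged as cytotoxic or low count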;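 further: 0% = DMSO without peptide and 100% = 100 nM NTR1 peptide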
# Target sequence (P30989 whole entry, looked up): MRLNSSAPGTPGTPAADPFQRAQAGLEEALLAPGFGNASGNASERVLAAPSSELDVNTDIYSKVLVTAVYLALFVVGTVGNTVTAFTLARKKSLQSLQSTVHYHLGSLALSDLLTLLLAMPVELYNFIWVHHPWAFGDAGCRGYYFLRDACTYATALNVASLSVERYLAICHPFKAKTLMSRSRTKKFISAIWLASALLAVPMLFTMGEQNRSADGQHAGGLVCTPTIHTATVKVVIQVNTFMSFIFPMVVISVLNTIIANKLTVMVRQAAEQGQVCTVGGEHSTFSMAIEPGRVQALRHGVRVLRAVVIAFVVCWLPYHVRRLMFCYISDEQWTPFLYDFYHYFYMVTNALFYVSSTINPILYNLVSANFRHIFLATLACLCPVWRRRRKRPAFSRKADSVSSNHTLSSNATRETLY
# GPR55 LPI antagonism = GPR55 antagonists blocking LPI-driven arrestin recruitment, primary screen, imaging, U2OS, beta-arrestin-GFP, LPI agonist (AID 2013). G-protein coupled receptor 55 (Homo sapiens). actives 0.13% (n = 290,000). one-dose inhibition, % at 10 µM; IC50 in µM for titrated hits. U2OS GPR55 beta-arrestin-GFP translocation imaging, LPI antagonism; higher % means a stronger effect;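 active means spots per cell inhibited over 60%, with over 100 cells counted and total cytoplasm intensity under 500,000; inconclusive means wells with under 100 cells, flagged as likely toxic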;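 further: U2OS cells stably carrying GPR55 and arrestin-GFP stimulated by 5 µM LPI near EC80; imaged beta-arrestin-GFP aggregate spots per cell after agonist stimulation; plate controls were LPI-stimulated DMSO wells for no effect and DMSO wells without LPI for full effect; some results filed as inactive read as strong as hits; confirmed hits need IC50 under 10 µM and bright autofluorescent wells are also inconclusive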
# T cell modulator vesicle-bound % = further read-out of T cell modulator, marked with its call; double positive events, %; measured here: CD8+ vesicle-bound cell fraction;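 binding gate set so that unloaded-vesicle control wells show 10% double positive cells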
# NTR1 ag cell count 20 µM = also measured in NTR1 ag; calls as there; cell count; measured here: cell count, cytotoxicity flag
# Myeloid diff 2 GFP+ MAC1+ % = second read-out of Myeloid diff 2, no call of its own (marks repeat the call); GFP+ MAC1+ double positive, %; measured here: differentiation confirmed by MAC1 staining
# An asterisk follows results filed as active; i = inactive; ? = inconclusive; nt = not tested or not shown; & = joins results of further samples; [ ] = another dose, or the depositor's remark. Unless noted, no stated cut-off is given here; in the data, active means inhibition above about 50%; inactive means the rest. This is a subset, so the mix of outcomes need not match the whole.
# Abbreviations – A = HEK293 NOD2/NF-kB; B = KOR beta-arrestin-1; C = T cell modulator; D = T cell modulator vesicle-bound %; E = NOD1 NF-kB reporter; F = KOR beta-arrestin-2; G = Myeloid diff 2; H = Myeloid diff 2 GFP+ MAC1+ %; I = GPR55 activation; J = NTR1 ag; K = NTR1 ag cell count 20 µM; L = GPR55 LPI antagonism
1) O=C(O)Cc1cn(-c2ccccc2)nc1-c1ccc(Cl)cc1
  A: 14% | B: -2.4% | C: i | D: 63 | E: -25% | F: -3% | G: i | H: 0.1 | I: -0.5% | J: 0.6 | K: 53 | L: 7%

2) CCN(CC)CC1CCCCN1CC(=O)N1c2ccccc2C(=O)Nc2cccnc21 (stereo not drawn)
  A: -11% | B: -0.7% | C: i | D: 24 | E: 5% | F: -12% | G: nt | H: nt | I: -0.5% | J: 0.7 | K: 54 | L: 10%

3) CCCOc1ccc2nc(NC(=O)OC)[nH]c2c1
  A: 12% | B: 4.4% | C: nt | D: nt | E: -4% | F: -136% | G: nt | H: nt | I: -0.1% | J: nt | K: nt | L: -32%

4) CC(C)(C)NCC(O)COc1cccc2c1C[C@H](O)[C@H](O)C2 (stereo partly drawn)
  A: 0% | B: -3.6% | C: i | D: 21 | E: -36% | F: -7% | G: i | H: 1.9 | I: -0.1% | J: -1.6 | K: 65 | L: 6%

5) C=C[C@H]1CN2CCC1C[C@H]2[C@H](O)c1ccnc2ccc(OC)cc12 (stereo partly drawn)
  A: 18% | B: -4.0% | C: i | D: 40 | E: -16% | F: -16%[20 µM] | G: i | H: 3.4 | I: -0.1% | J: 3.2 | K: 64 | L: 6%

6) CN(C)CCCSc1ccccc1NC(=O)/C=C/c1ccccc1
  A: 18% | B: -0.1% | C: i | D: 30 | E: 6% | F: 10% | G: nt | H: nt | I: -0.5% | J: -1.4 | K: 64 | L: -2%

7) Cc1c(C)n(Cc2ccccc2)c2ccc(C(=O)OCCN(C)C)cc12
  A: 5% | B: 3.2% | C: i | D: 51 | E: -45% | F: -43% | G: i | H: 0.0 | I: -0.1% | J: 2.8 | K: 40 | L: 11%

8) Cc1nc2c3ccccc3nc(NNC(=O)CCC(=O)N3CCN(c4ccccc4F)CC3)n2n1
  A: 0% | B: -4.5% | C: i | D: 8 | E: -13% | F: 10% | G: i | H: 1.4 | I: -0.2% | J: -0.4 | K: 73 | L: 1%

9) CCC(C(=O)Nc1ccccc1N1CCCC1)c1ccccc1 (stereo not drawn)
  A: 2% | B: 7.0% | C: i | D: 55 | E: 7% | F: 17% | G: i | H: 1.4 | I: 0.0% | J: 1.1 | K: 66 | L: -13%

10) Nc1c2ccccc2nc2ccccc12
  A: -36% | B: -1.5% | C: i | D: 52&5 | E: -10% | F: 22% | G: ? | H: nt | I: -0.1% | J: 23&-0.2 | K: 80&37 | L: 16%

11) COc1ccc(C(=O)c2ccccc2)c(O)c1
  A: 9% | B: -6.3% | C: i | D: 33 | E: -9% | F: -40% | G: i | H: 3.4 | I: -0.1% | J: 0.0 | K: 88 | L: -4%

12) Cc1scc2c1N(C(=O)CN1CCN(C)CC1)c1ccccc1NC2=O
  A: 6% | B: -1.0% | C: i | D: 22 | E: -14% | F: -21% | G: i | H: 1.4 | I: 0.6% | J: 0.8 | K: 62 | L: -16%

# Laid out differently: results already given.
[3] CCCOc1ccc2nc(NC(=O)OC)[nH]c2c1
[4] CC(C)(C)NCC(O)COc1cccc2c1C[C@H](O)[C@H](O)C2 (stereo partly drawn)
[5] C=C[C@H]1CN2CCC1C[C@H]2[C@H](O)c1ccnc2ccc(OC)cc12 (stereo partly drawn)
[6] CN(C)CCCSc1ccccc1NC(=O)/C=C/c1ccccc1
[7] Cc1c(C)n(Cc2ccccc2)c2ccc(C(=O)OCCN(C)C)cc12
[8] Cc1nc2c3ccccc3nc(NNC(=O)CCC(=O)N3CCN(c4ccccc4F)CC3)n2n1
[9] CCC(C(=O)Nc1ccccc1N1CCCC1)c1ccccc1 (stereo not drawn)
[10] Nc1c2ccccc2nc2ccccc12

Compound	3	4	5	6	7	8	9	10
HEK293 NOD2/NF-kB	12%	0%	18%	18%	5%	0%	2%	-36%
KOR beta-arrestin-1	4.4%	-3.6%	-4.0%	-0.1%	3.2%	-4.5%	7.0%	-1.5%
T cell modulator	nt	i	i	i	i	i	i	i
T cell modulator vesicle-bound %	nt	21	40	30	51	8	55	52&5
NOD1 NF-kB reporter	-4%	-36%	-16%	6%	-45%	-13%	7%	-10%
KOR beta-arrestin-2	-136%	-7%	-16%[20 µM]	10%	-43%	10%	17%	22%
Myeloid diff 2	nt	i	i	nt	i	i	i	?
Myeloid diff 2 GFP+ MAC1+ %	nt	1.9	3.4	nt	0.0	1.4	1.4	nt
GPR55 activation	-0.1%	-0.1%	-0.1%	-0.5%	-0.1%	-0.2%	0.0%	-0.1%
NTR1 ag	nt	-1.6	3.2	-1.4	2.8	-0.4	1.1	23&-0.2
NTR1 ag cell count 20 µM	nt	65	64	64	40	73	66	80&37
GPR55 LPI antagonism	-32%	6%	6%	-2%	11%	1%	-13%	16%

# Compound activity as filed in PubChem BioAssay.
